TRPC6 activator – activators of mouse TRPC6 channel. Q61143. HEK293-TRPC6 membrane potential dye fluorescence; hits give high values. B-score at 10 µM. 310,000 compounds, 0.13% hits. AID 2550;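 active = B-score of the integrated fluorescence ratio above library mean plus 3 SD, and starting fluorescence ratio within library mean plus 5 SD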;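 note: higher score means more depolarization so channel activation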
RGS4 pot – RGS4 potentiation or activation; AID 463111; HEK293 M3R/inducible RGS4, carbachol calcium flux Fluo4; hits give low values; 310,000 compounds, 0.92% hits; B-score at 10 µM;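 active = B-score of the integrated calcium signal more than 4 SD below the library mean, with starting fluorescence not abnormally high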;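 note: negative B-score means reduced calcium response which marks RGS4 activation or potentiation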
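Assay system: HEK293 FlpIn-TREx cells, stable M3R, doxycycline-inducible RGS4 / Probe or stimulus: carbachol, ECmax concentration / Times: overnight RGS4 induction, 30 min dye load 37 °C, 20 min compound RT / Signal: kinetic calcium fluorescence imaging with Fluo4-AM dye, 2 µM / Measure: Agonist-evoked peak-minus-minimum fluorescence over baseline, integrated ratio, B score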
TRPC4 inh – TRPC4 (mouse) channel inhibition; Q9QUQ5; HEK293 TRPC4beta/mu-opioid, DAMGO-evoked Fluo4 calcium flux; hits give low values; B-score at 10 µM; 300,000 compounds, 0.39% hits;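 active = B-score over 3 SD under the library average, no early fluorescence shift, positive overall ratio signal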
Target sequence (Q9QUQ5 whole entry, looked up): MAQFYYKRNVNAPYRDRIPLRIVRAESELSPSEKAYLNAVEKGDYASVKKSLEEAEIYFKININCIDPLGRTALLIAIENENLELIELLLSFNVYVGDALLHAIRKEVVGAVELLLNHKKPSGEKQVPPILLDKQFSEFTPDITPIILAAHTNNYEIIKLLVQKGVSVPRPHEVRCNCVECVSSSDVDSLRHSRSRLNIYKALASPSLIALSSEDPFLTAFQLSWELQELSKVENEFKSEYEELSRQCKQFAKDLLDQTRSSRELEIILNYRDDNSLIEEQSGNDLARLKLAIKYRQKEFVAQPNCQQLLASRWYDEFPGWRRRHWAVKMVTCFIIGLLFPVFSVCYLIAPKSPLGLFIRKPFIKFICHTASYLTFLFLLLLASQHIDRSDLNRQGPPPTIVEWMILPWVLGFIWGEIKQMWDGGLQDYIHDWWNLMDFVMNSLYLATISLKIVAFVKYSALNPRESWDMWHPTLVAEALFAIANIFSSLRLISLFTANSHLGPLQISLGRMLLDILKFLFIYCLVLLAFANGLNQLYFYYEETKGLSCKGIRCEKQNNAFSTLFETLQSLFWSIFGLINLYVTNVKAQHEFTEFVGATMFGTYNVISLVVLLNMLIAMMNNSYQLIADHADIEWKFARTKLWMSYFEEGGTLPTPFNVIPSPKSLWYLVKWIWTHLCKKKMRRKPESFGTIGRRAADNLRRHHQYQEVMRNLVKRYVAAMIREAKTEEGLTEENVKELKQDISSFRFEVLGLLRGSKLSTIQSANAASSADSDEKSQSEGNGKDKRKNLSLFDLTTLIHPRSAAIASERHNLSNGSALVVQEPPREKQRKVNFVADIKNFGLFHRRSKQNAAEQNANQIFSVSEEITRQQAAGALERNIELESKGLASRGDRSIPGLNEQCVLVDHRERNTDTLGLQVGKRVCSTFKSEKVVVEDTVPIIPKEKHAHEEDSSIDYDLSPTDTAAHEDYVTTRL
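Signal: kinetic Fluo4 fluorescence imaging of calcium influx. Material: stable TRPC4beta/mu-opioid receptor HEK293 cells. Probe or stimulus: DAMGO in two steps, submaximal then maximal.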
Platelet DG rel – platelet dense granule release activity; inhibition, %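 (compounds screened at 7.5 µM in platelet-rich plasma)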; 300,000 compounds, 0.22% hits; human platelet-rich plasma, SFLLRN dense granule ATP release, luminescence;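 active = mean replicate score, as percent of positive control, at or above 50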
MrgX1 antagonist – antagonists of human MrgX1 receptor; 310,000 compounds, 1.3% hits; AID 588676; MRGX1-HEK293 calcium flux, Fluo-4, BAM8-22 antagonism; hits give low values; B-score at 10 µM;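 active = calcium-response B-score plate-corrected more than 3 library SD below zero, starting fluorescence within 5 deviations, no agonist response on first addition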;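 note: peak minus trough fluorescence over baseline after final BAM8-22 challenge near maximal dose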
HIF activator – HIF pathway transcriptional activation | U2OS HRE-luciferase reporter, luminescence; normalized: DMSO 0%, desferrioxamine 100% | activation, % at 7.5 µM (by protocol) | 300,000 compounds, 0.32% hits | AID 1910;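 active = mean activation of at least 10% of the iron chelator positive control signal, with at least half of replicates also reaching 10%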
SKKanGAS inh – blocks kanamycin growth of S. pyogenes SKKanGAS strain; AID 1662; inhibition, % at 7.5 µM; BacTiter-Glo, 6 h; 300,000 compounds, 1.3% hits;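 active = mean replicate score, as percent of positive control median, at least 50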;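 note: strain carries kanamycin resistance gene driven by streptokinase promoter and grows in 40 µg/ml kanamycin; loss of luminescence reflects streptokinase promoter inhibition or plain growth inhibition; 0% = median of DMSO wells and 100% = positive control at its reference dose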
RGS4 block – inhibitors of human RGS4. HEK293 M3R/RGS4 inducible, Fluo-4 calcium flux; hits give high values; triggered by carbachol at its EC20. 310,000 compounds, 0.45% hits. P49798. B-score at 10 µM;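 active = B-score, a plate-corrected calcium signal, over three deviations above library mean, with baseline fluorescence within five deviations of library mean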;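 note: RGS4 expression induced by doxycycline in cells with stable M3 receptor; B-score is computed from the integrated fluorescence ratio over baseline after carbachol; higher B-score means a larger calcium signal and so more RGS4 inhibition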
MrgX1 allo act – human MrgX1 positive allosteric modulation, primary screen; Q96LB2; B-score at 10 µM; MrgX1-HEK293, Fluo-4 calcium flux, FDSS; hits give high values; 310,000 compounds, 0.63% hits; AID 588675;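 active = plate-corrected calcium response at least 3 library SD above typical, normal starting fluorescence, not activating the receptor alone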;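 note: compound read alongside a low EC10 to EC30 dose of BAM8-22 agonist; peak minus trough fluorescence over baseline measured at the second addition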
MrgX1 ag – agonists of human MrgX1 receptor. 310,000 compounds, 0.44% hits. AID 588627. B-score at 10 µM. MrgX1-HEK293 cells, Fluo-4 calcium fluorescence, agonist mode; hits give high values;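 active = calcium response B-score plate-corrected fluorescence ratio at least 3 library SD, with starting fluorescence B-score inside 5 SD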
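System: HEK293 cells stably expressing human MrgX1 receptor; Dosing: test compound in the initial addition of three; Schedule: overnight plating, then 30 min 37 °C plus 30 min room-temperature dye loading; Detection: kinetic calcium dye fluorescence, Fluo-4 NW; Controls: per-plate positive and negative controls for Z′ factor.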
TRPC6 inh – mouse TRPC6 channel inhibition; 310,000 compounds, 1.1% hits; AID 2553; B-score at 10 µM; HEK293-TRPC6, membrane potential dye, ACh-evoked depolarization; hits give low values;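 active = B-score under library mean minus 3 SD, initial fluorescence not abnormally high, positive integrated signal ratio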;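 note: B-score derived from integrated fluorescence ratio over the kinetic read; more negative B-score means stronger inhibition of depolarization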
* = called active by the depositor; i = inactive; · = not tested or not shown.

SMILES	TRPC6 activator	RGS4 pot	TRPC4 inh	Platelet DG rel	MrgX1 antagonist	HIF activator	SKKanGAS inh	RGS4 block	MrgX1 allo act	MrgX1 ag	TRPC6 inh
COc1ccc(-c2occ(C(=O)O)c2C(=O)O)cc1	i	i	i	1	i	-0.1	-7	i	i	i	i
CCCS(=O)(=O)N1CCCC(C(=O)NCCN2CCC(Cc3ccccc3)CC2)C1 (configuration not stated)	i	i	i	-1	i	-0.2	4	i	i	i	i
COC1CCCN(Cc2nc(Cc3ccccc3F)no2)C1 (configuration not stated)	i	i	i	2	i	0.4	0	i	i	i	i
COc1ccc(-c2csc(C3=C(O)CN(C(C)C)C3=N)n2)cc1OC	i	i	i	2	i	0.1	1	i	i	i	i
CC(C)CC(C(=O)Oc1ccc2c3c(c(=O)oc2c1)CCC3)N1C(=O)c2ccccc2C1=O (configuration not stated)	i	i	i	12	·	0.1	0	i	·	·	i
CC(=O)N(c1nc(/C=C\C(=O)O)cs1)c1ccccc1F	i	i	i	4	i	-0.1	-2	i	i	32*	i
COc1ccccc1/C=C1\C(=O)Nc2ccccc21	i	i	i	2	i	-0.2	-5	i	i	i	i
CCOC(=O)CCCc1sc(N)nc1-c1[nH]c(=O)[nH]c1C	i	i	i	-8	i	-0.4	0	i	i	i	i
O=C(c1cc([N+](=O)[O-])[nH]n1)N1CCSCC1	i	i	i	-1	i	-0.7	-2	i	i	i	i
CCOc1cc2c(cc1OC)C(c1cccc([N+](=O)[O-])c1)NCC2 (configuration not stated)	i	i	i	8	i	-0.4	8	i	i	i	i
Cc1nn(CC(=O)NCc2cccnc2)c(C)c1[N+](=O)[O-]	i	i	i	-3	i	0.1	-1	i	i	i	i
COc1cccc(C(=O)c2ncc(C(F)(F)F)cc2Cl)c1	i	i	i	-2	i	0.1	3	i	i	i	i
O=C(c1ccc2c(c1)OCO2)N1CCC2(CC1)Oc1ccc(Cl)cc1C(=O)C21CC(c2ccccc2)=NO1 (configuration not stated)	i	i	i	-4	i	1.5	9	i	i	i	i
CCCCN(CCCC)S(=O)(=O)c1ccc(OC)c2ncccc12	i	i	i	-3	i	1.2	0	i	i	i	i
CCN(CC)CCNCC(O)(c1ccc(Cl)cc1)c1ccc(Cl)cc1	i	i	i	3	i	0.1	23	i	i	i	i
COc1ccc(C2C(C(=O)c3cccs3)=C(O)C(=O)N2Cc2cccnc2)cc1OC (configuration not stated)	i	i	i	19	i	0.5	6	i	i	i	i
COC(=O)c1ccc(C(=O)OC)c(NC(=O)COC(=O)C2CCC(C(C)(C)C)CC2)c1 (configuration not stated)	i	i	i	3	i	-0.5	20	i	i	i	i
COc1ccc(/C(N)=N/OC(=O)c2ccco2)cc1	i	i	i	14	i	-1.7	5	i	i	i	i
Cc1cc(/C=C2\SC(=Nc3ccc(N4CCOCC4)cc3)N(C)C2=O)c(C)n1-c1cccnc1	i	i	i	-7	i	1.5	8	i	i	i	i
COC(=O)c1ccccc1N=Nc1c(N)n[nH]c1N	i	i	i	-1	i	-0.5	4	i	i	i	i
Cc1cc(N2C(=O)C(O)=C(C(=O)c3ccc(C)o3)C2c2cccc(Oc3ccccc3)c2)no1 (configuration not stated)	i	i	i	-4	i	-0.2	36	i	i	i	i
CC(NC(=O)c1ccccc1NC(=O)c1ccccc1)C(=O)N1CCOCC1 (configuration not stated)	i	i	i	-5	i	0.1	-4	i	i	i	i
CC(=O)Nc1ccc(S(=O)(=O)N(C)CC(=O)N/N=C/c2cccs2)cc1	i	i	i	-4	i	-0.5	-2	i	i	i	i
CCOc1ccc(/C=C(/NC(=O)c2ccccc2Cl)C(=O)O)cc1	i	i	i	-2	i	-0.2	0	i	i	i	i
COc1ccc(CNC(=O)C2CCN(C(=O)c3ccccc3)CC2)cc1	i	i	i	1	i	-0.4	2	i	i	i	i
O=C1C(=O)N(CC2CCCO2)C(c2ccco2)/C1=C(/O)c1ccc(F)cc1 (configuration not stated)	i	i	i	9	i	0.0	4	i	i	i	i
CN(C)c1ccc(-c2nn3c(-c4cccnc4)nnc3s2)cc1	i	i	i	-45	i	-0.2	-5	i	i	i	i
CC1CCCN(C(=O)CSc2nnc(-c3cccnc3)n2C2CCCCC2)C1 (configuration not stated)	i	i	·	0	i	-0.2	-18	i	i	i	i
CCSS(=O)(=O)c1cccc2cccnc12	i	i	i	1	i	-0.3	9	i	i	i	i
Cn1c(=O)c(NCCO)c2c3c(cccc31)C(=O)c1ccccc1-2	i	-12*	i	22	i	-0.1	7	i	i	i	i
Cc1cc(C)n(-c2nc3ccccc3c(=O)n2OCC#N)n1	i	i	i	3	i	14*	36	i	i	i	i
CC(C)(C)c1ccc(/C=N/NC(=O)CN2CCS(=O)(=O)CC2)cc1	i	i	i	-18	i	-0.1	-4	i	i	i	i
CC1(C)Cc2nc(N3CCOCC3)c(C#N)cc2CO1	i	i	i	5	-6.1*	-0.4	-6	i	i	i	i
O=C(O)CC12CC3CC(C1)CC(n1ncc(NCc4ccco4)c(Cl)c1=O)(C3)C2	i	i	i	0	i	-0.5	5	i	i	i	i
OCCN(CCO)c1ccc2ccccc2c1	i	i	i	-4	i	-0.3	1	i	i	i	i
CCOC(=O)CC(=O)NC(CC(=O)OC)c1ccc(C(C)C)cc1 (configuration not stated)	i	i	i	-2	i	0.0	-5	i	i	i	i
Cc1ccc(O)c(-c2cc(C(=O)Nc3cccnc3)[nH]n2)c1	i	i	i	10	i	3.4	-17	i	i	i	i
NC(N)=N/N=C/c1ccc(Br)cc1	i	i	i	-2	i	-0.2	-13	i	i	i	i
Cc1cccc(OCC(O)CN2CCN(CCN3C(=O)c4cccc5cccc(c45)C3=O)CC2)c1C (configuration not stated)	i	i	i	14	i	-1.3	7	i	i	i	i
COC(=O)c1ccc(N)c(N=CC2=C(O)CC(C)(C)CC2=O)c1	i	i	i	-3	i	1.1	20	i	i	27*	i
CC(C)n1c(C(=O)OCC(=O)NCc2ccc3c(c2)OCO3)cc2sccc21	i	i	i	3	i	-0.1	-4	i	i	i	i
CCOC(=O)c1cccc(NC(=O)/C=C/c2ccc3c(c2)OCO3)c1	i	i	i	3	i	0.0	-4	i	i	i	i
CCOC(=O)c1c(NC(=O)CN2C(=O)NC(C)(c3ccccc3)C2=O)sc(C)c1C (configuration not stated)	i	i	i	1	i	2.3	15	i	i	i	i
COC(=O)c1cccc(Nc2c3c(nc4ccccc24)CCC3)c1	i	i	-7*	-1	·	2.6	-6	i	·	·	i
CCN1/C(=C/C(C)=C/c2sc3ccccc3[n+]2CC)Sc2ccccc21	i	i	i	17	-6.4*	0.2	100*	i	i	i	i
O=C(N[C@@H](Cc1ccccc1)C(=O)NC1CC1)c1ccc(Cl)cc1	i	i	i	8	i	0.3	-4	i	i	i	i
CC(C)(C)C(=O)O/N=C(\N)c1c(Cl)cccc1Cl	i	-9.1*	i	-2	i	-0.4	2	i	i	i	i
O=S(=O)(NC1CC1)c1ccc(S(=O)(=O)N2CCc3ccccc32)cc1	i	i	i	-5	i	-0.3	-7	i	i	i	i
O=C(Oc1ccc(-c2nnco2)cc1)N(c1ccccc1)c1ccccc1	i	i	i	4	i	-0.3	2	i	i	i	i
O=C(CSc1nc2ccc(Cl)cc2[nH]1)c1ccc2c(c1)OCO2	i	i	i	3	i	0.5	3	i	i	i	i
Cc1cc(-c2ccccc2)nc(SCc2ccc(C(=O)O)cc2)n1	i	i	i	-6	i	-0.7	5	i	i	i	i
CCOC(=O)c1cnc(N2CCOCC2)[nH]c1=O	i	i	i	0	i	-0.3	-4	i	i	i	i
Cc1ccc(-n2c(SCC(=O)N/N=C/c3c(C)nn(-c4ccccc4)c3C)nc3ccccc3c2=O)cc1	i	i	i	1	-6.4*	-0.6	28	i	i	i	i
O=[N+]([O-])c1cc([N+](=O)[O-])c(Oc2c(F)ccc(F)c2F)cc1NN1CCCCC1	i	-7.2*	i	-5	i	-0.2	-1	i	i	i	i
c1ccc(CNC23CC4CC(CC(C4)C2)C3)nc1	i	i	i	0	i	0.2	0	i	i	i	i
Cc1nnc(SCC(=O)NCCN2C(=O)CSC2=O)n1-c1ccccc1	i	i	i	0	i	0.4	-2	i	i	i	i
CC(C)C(=O)NC(c1ccccc1)c1cc([N+](=O)[O-])c2cccnc2c1O (configuration not stated)	i	i	i	3	i	1.9	84*	i	i	i	i
Oc1ccc(C=Nc2ccccc2-c2nc3ccccc3[nH]2)c(O)c1	i	i	i	9	i	1.8	3	i	i	i	i
CC(=O)Nc1cccc(C(=O)OCCCOc2ccc(F)cc2)c1	i	i	i	-1	i	1.8	-23	i	i	i	i
CC(=O)OCC(=O)Nc1ccc(Br)c(C)c1	i	i	i	7	i	-0.6	1	i	i	i	i

Two of the compounds above, with two lines to a compound.
Value order: TRPC6 activator	RGS4 pot	TRPC4 inh	Platelet DG rel	MrgX1 antagonist	HIF activator	SKKanGAS inh	RGS4 block	MrgX1 allo act	MrgX1 ag	TRPC6 inh
- COc1cccc(C(=O)c2ncc(C(F)(F)F)cc2Cl)c1
    i	i	i	-2	i	0.1	3	i	i	i	i
- O=C(c1ccc2c(c1)OCO2)N1CCC2(CC1)Oc1ccc(Cl)cc1C(=O)C21CC(c2ccccc2)=NO1 (configuration not stated)
    i	i	i	-4	i	1.5	9	i	i	i	i

Other structures.
SMILES	TRPC6 activator	RGS4 pot	TRPC4 inh	Platelet DG rel	MrgX1 antagonist	HIF activator	SKKanGAS inh	RGS4 block	MrgX1 allo act	MrgX1 ag	TRPC6 inh
CCc1nnc(NC(=O)C2Cc3ccccc3C(=O)O2)s1 (configuration not stated)	i	i	i	9	i	-0.3	-1	i	i	i	i
O=C1SCC(c2ccccc2)=NN1Cc1ccccc1	i	i	i	-16	i	0.6	-10	i	i	i	i
Cc1ncc(CN2CCC(CO)(Cc3ccccc3)CC2)s1	i	i	i	2	i	0.0	-7	i	i	i	i
CCc1ccc(NC(=S)N(CCCN2CCOCC2)Cc2ccccn2)cc1	i	i	i	8	i	0.0	11	i	i	i	i
O=C(NCCCN1CCOCC1)/C(=C/c1cccs1)NC(=O)c1ccccc1	i	i	i	-6	i	-0.2	-2	i	i	i	i
CCOc1ccc(CN(C)CC(O)COC(c2ccc(OC)cc2)c2ccc(OC)cc2)cc1 (configuration not stated)	i	i	i	0	i	0.8	11	i	i	i	i
COc1ccc(Nc2ccc3c(c2)=NC2(CCCCC2)[N+]=3[O-])cc1	i	i	i	5	i	-7.9	7	i	i	i	i

Screening results: PubChem, several laboratories

Compounds as they come; any-hit rate near 6.1%.
